# Phagocytosis inh: macrophage phagocytosis inhibition; J774A.1 macrophage IgG-bead phagocytosis, imaging; inhibition, % at 5 µM; 0.07% of 110,000 active; AID 1029;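 active = inhibition above the mean of the plate negative controls plus 5 SD, cut at about 13% in these data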;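 also: phagocytic index as fraction of beads internalized from green versus red external bead signal; plate controls were DMSO negative control for no effect and cytochalasin-D positive control for full effect; some results beyond the cut were filed as inactive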
# BB579 growth dn: chemicals that inhibit yeast BB579 growth in restrictive medium (lifespan-shortening candidates). 0.51% of 140,000 active. inhibition, % at 10 µM. S. cerevisiae BB579 growth, OD615, 48 h. AID 804;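 active = inhibition above a set limit, 3 SD over the mean compound inhibition, cut at about 44% in these data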; also: inactives centre near -24
#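 System: DeaD yeast strain BB579; buffer or medium: CSMM-D dextrose restrictive medium; technique: OD at 615 nm; schedule: 4 h cell preincubation, 48 h compound exposure, 30 °C humidified; doses: single 10 µM dose; controls: amphotericin B 10 µg/mL, positive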
# PTEN del growth: growth suppressors of cells with PTEN tumor suppressor deletion; HCT116 PTEN-null viability, CellTiter-Glo, 60 h; hits give low values; 1.2% of 140,000 active; viability, % at 10 µM;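 active = viability at or below a set limit, 4 SD under the median of all tested compounds, cut at about 3.7% in these data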;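 also: PTEN knockout HCT116 line with beta catenin targeted HCT116 as companion control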
# NPY Y2 blocker: NPY-Y2 (human) receptor antagonism; P49146; NPY-Y2 expressing cells, antagonist mode; inhibition, % at 2.7 µM; 0.99% of 140,000 active; AID 793; in the data active = inhibition above about 17%;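 also: 0% = vehicle with agonist challenge and 100% = reference antagonist with challenge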
# Target sequence (P49146 whole entry, looked up): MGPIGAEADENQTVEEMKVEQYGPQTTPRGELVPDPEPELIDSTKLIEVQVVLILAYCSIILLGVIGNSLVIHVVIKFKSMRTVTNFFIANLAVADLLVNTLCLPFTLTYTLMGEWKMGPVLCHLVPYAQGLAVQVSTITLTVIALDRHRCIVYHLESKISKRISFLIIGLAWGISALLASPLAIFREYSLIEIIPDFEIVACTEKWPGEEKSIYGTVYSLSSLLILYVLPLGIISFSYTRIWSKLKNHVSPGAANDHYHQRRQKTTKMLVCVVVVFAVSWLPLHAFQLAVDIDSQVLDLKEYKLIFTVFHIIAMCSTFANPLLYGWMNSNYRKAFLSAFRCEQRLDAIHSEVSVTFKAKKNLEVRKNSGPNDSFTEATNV
# Measles CPE: protection of cells from measles virus; Measles virus-infected cells, CPE protection, absorbance; protection (pct of control), % at 4 µM; 1.5% of 140,000 active; AID 841; in the data active = protection mostly above about 24%, no sharp cut-off; inactive = mostly below about 26%; also: some compounds called inactive have numbers as strong as hits
# GALR2 blocker: GALR2 (human) receptor antagonism. GALR2-expressing cells, antagonist mode. inhibition, % at 4 µM. 0.39% of 140,000 active. AID 828; in the data active = inhibition above about 27%;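 also: cells stimulated with galanin 1-16 at roughly its EC80; 0% = agonist challenge control and 100% = basal control without agonist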
# Target sequence (O43603 whole entry, looked up): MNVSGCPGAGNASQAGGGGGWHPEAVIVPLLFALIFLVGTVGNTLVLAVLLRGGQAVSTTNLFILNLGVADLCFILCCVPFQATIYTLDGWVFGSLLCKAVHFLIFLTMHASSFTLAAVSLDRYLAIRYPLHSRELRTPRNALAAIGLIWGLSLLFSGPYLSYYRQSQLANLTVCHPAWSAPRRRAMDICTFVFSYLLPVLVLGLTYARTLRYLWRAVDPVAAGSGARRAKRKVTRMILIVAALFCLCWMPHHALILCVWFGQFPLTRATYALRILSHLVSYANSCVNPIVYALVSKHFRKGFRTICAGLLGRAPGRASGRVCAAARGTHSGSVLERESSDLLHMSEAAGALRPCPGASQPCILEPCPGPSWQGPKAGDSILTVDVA
# E-sel TNF inh: blocks E-selectin expression induced by TNF alpha; HUVEC TNFa-induced E-selectin immunofluorescence, high content; inhibition, % at 2 µM; 0.71% of 120,000 active; AID 1246;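 active = inhibition above the batch mean plus 3 SD, and confirmed as a hit on visual image review, cut at about 43% in these data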;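 also: 0% = TNF-stimulated DMSO wells and 100% = unstimulated control wells; not every result past the cut was called active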
# MRP-1 activ: MRP-1 activation; H69AR cells + doxorubicin, viability rescue, CellTiter-Glo; viability increase, % at 10 µM; 0.61% of 140,000 active;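 active = viability gain under doxorubicin at or above a set limit, the compound median plus 3 SD, cut at about 4.7% in these data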;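 also: MRP-1 overexpressing cells given doxorubicin 25 µM after compound pretreatment; 18-22 h compound pretreatment then 72 h with doxorubicin before readout; 0% = doxorubicin-only wells and 100% = vehicle-treated cells without doxorubicin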
# HCT116 bCat-KO: beta-catenin-lacking colon tumor cell growth suppression. HCT116 beta-catenin knockout viability, CellTiter-Glo, 60 h; hits give low values. viability, % at 10 µM. 1.5% of 140,000 active;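 active = viability at or under a set limit, the compound median less 4 SD, cut at about 6% in these data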;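 also: 0% = Hyamine 1622 control at 20 µM and 100% = untreated cell control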
# Yeast life ext: yeast lifespan extension. S. cerevisiae growth with nicotinamide, OD615; deaD strain in restrictive glucose medium. inhibition of the nicotinamide effect, % at 10 µM. 0.68% of 130,000 active. AID 775;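 active = inhibition above a set limit, placed 3 SD over the median of all compounds, cut at about 26% in these data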;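 also: 0% = nicotinamide-treated wells and 100% = cells grown without nicotinamide; some compounds called inactive have numbers as strong as hits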
#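 Buffer or medium: CSMM-D glucose medium, restrictive; test system: modified budding yeast, DeaD strain; compound: single dose 10 µM compound, 0.25% DMSO; schedule: culture preincubation 4 h, compound exposure 48 h, both 30 °C; detection: optical density (absorbance) at 615 nm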
# Active calls of the source: *; . = no result given. No enrichment for hits; any-hit rate near 6.3%.
SMILES,Phagocytosis inh,BB579 growth dn,PTEN del growth,NPY Y2 blocker,Measles CPE,GALR2 blocker,E-sel TNF inh,MRP-1 activ,HCT116 bCat-KO,Yeast life ext
CCOC(=O)CCC(=O)Nc1ccccc1C(N)=O,-1.1,17.1,90.5,-1.4,9.1,4.0,-6.2,-1.0,93.4,-4.5
O=C(/C=C/c1ccccc1)N1CCCN(C(=O)/C=C/c2ccccc2)CC1,5.8,-16.7,79.6,2.3,2.4,9.1,-7.8,-2.4,80.5,-7.4
COc1ccccc1NC(CC(=O)c1ccccc1)C(=O)OCC(=O)c1ccc(Br)cc1 (stereo not given),-5.7,1.2,73.7,5.3,10.1,4.5,-11.2,-0.3,72.9,-3.1
COc1cc(/C=c2/sc3nc(-c4ccccc4)c(-c4ccccc4)n3c2=O)cc(OC)c1OC,.,-10.7,82.4,1.1,8.3,-1.6,.,-2.1,91.1,3.6
CCc1ccc(S(=O)(=O)Nc2c(C)nn(C)c2C)cc1,-1.2,2.3,71.3,3.1,3.5,10.3,12.7,0.2,67.6,-7.4
Cc1ccc(/C(O)=C/C(=O)C(=O)NNC(=O)C(O)(c2ccccc2)c2ccccc2)cc1,.,-35.9,102.1,4.7,4.6,-2.8,-16.6,-2.3,92.0,.
CCN(CC(=O)NCc1ccc(F)cc1)CC(O)COCc1cccc(OC)c1 (stereo not given),-1.2,-23.4,94.2,5.0,6.9,-11.0,-23.9,-1.2,80.1,6.1
CSc1nccc(Oc2cncc(Cl)c2)n1,-4.5,-17.8,99.3,2.3,4.8,3.0,-2.2,-1.7,98.5,-6.9
N=c1n(Cc2ccccc2)c2ccccc2n1CC(O)COc1ccccc1 (stereo not given),-1.2,3.5,1.2*,43.5*,11.8,13.8,17.5,-2.8,0.9*,-4.5
COc1cc(NC(=O)c2cc3ccccc3o2)c(OC)cc1Br,0.5,-30.2,87.6,9.4,-0.5,3.4,.,-3.7,89.3,-6.5
CC(C)C(c1nnnn1Cc1cccs1)N1CCN(c2ccccc2)CC1 (stereo not given),-1.1,-2.3,106.1,1.1,11.4,-12.1,-9.5,-0.7,97.4,-12.8
Cn1nc(C(=O)Nc2ccc(S(=O)(=O)N3CCCCC3)cc2)ccc1=O,1.7,-20.3,60.2,1.3,7.1,5.6,.,-1.8,62.5,-7.4
Cc1ccc2c(CSc3nc4nc(C)cc(C)n4n3)cc(=O)oc2c1,-1.1,-15.1,102.7,3.4,10.6,-10.6,2.6,-1.8,96.1,-27.1
Cc1cccc(C)c1Nc1nnc(SCc2cc([N+](=O)[O-])cc3c2OCOC3)s1,-0.2,-25.1,91.9,8.5,11.0,-1.1,-1.6,-2.6,89.3,-1.5
NC(=O)C1CCN(C(=O)c2cc3n(n2)C(C(F)(F)F)CC(c2ccco2)N3)CC1 (stereo not given),1.3,-18.1,105.6,2.2,12.2,-7.5,.,-0.4,106.3,-14.3
CCOC(=O)c1c(NC(=O)c2cc3n(n2)C(C(F)(F)F)CC(c2cccs2)N3)sc(C)c1C (stereo not given),-8.0,-42.9,1.0*,4.8,6.4,-11.2,16.0,-6.5,1.5*,-1.1
Cc1nn(CC(=O)c2ccc(Cl)cc2Cl)c(C)[n+]1N,-7.2,12.2,94.7,7.1,26.4,3.3,.,-0.9,91.8,-1.3
CCOC(=O)C1=C(Cc2ccc(F)cc2)C(=O)c2ccccc2C1=O,0.2,-10.2,65.0,1.0,11.1,13.5,4.5,-4.7,68.8,6.8
CCOc1ccc(N(CC(=O)NCc2cccs2)S(=O)(=O)c2c(C)noc2C)cc1,0.7,-42.1,91.7,2.5,10.2,3.8,34.8,-2.8,99.7,-0.8
O=C(CN1CCN(Cc2ccccc2Cl)C1=O)NC1CCCCCCC1,-0.3,-66.1,102.0,3.7,4.0,-1.2,17.4,2.0,89.3,-6.7
Cn1c(=O)n(/N=C/c2ccccc2)c2ccccc21,-0.6,-14.1,75.9,1.1,20.1,20.6,.,-3.7,80.9,-6.8
O=C(NCC(=O)N(c1ccc(F)cc1)C(C(=O)NCC1CCCO1)c1ccccc1)c1ccco1 (stereo not given),0.1,-10.8,90.5,2.7,.,-1.2,-36.3,-0.8,96.1,-7.4
COc1ccc(N2CCN(Cc3nc4c(c(=O)[nH]c(=O)n4C)n3CC(C)=O)CC2)cc1,.,-18.8,97.5,3.0,15.1,-1.2,.,-2.4,86.4,0.0
COc1ccc(CN(CCC(c2ccccc2)c2ccc(OC(C)C)cc2)C(=O)CCl)cc1OC (stereo not given),-3.0,-25.1,1.5*,7.6,0.2,-4.9,.,-5.7,1.5*,8.0
O=C(O)c1c(NC(=O)c2cccc3ccccc23)sc2c1CCC2,1.2,-87.8,105.6,1.2,20.2,-4.5,-10.8,-0.3,103.9,-6.3
COc1ccc(C2C(C(=O)NCc3ccccc3)=C(C)Nc3ncnn32)cc1OC (stereo not given),-1.3,-54.4,103.8,3.1,9.5,-9.5,.,-2.8,104.0,9.6
Cc1ccccc1-n1c(=O)c2ccccc2n2cnnc12,.,-22.4,98.1,0.8,9.1,13.6,17.8,-0.6,94.5,-10.8
CCn1nnc(NC(=O)c2sc3ccccc3c2Cl)n1,.,-19.9,97.5,2.6,20.7,7.1,10.2,2.3,85.1,.
CCOc1ccc(/C=N/NC(=O)Cc2csc(Nc3cccc(C(F)(F)F)c3)n2)c(OCC)c1,.,-21.6,25.5,-2.5,26.2,1.9,-34.4,-3.5,17.2,-10.3
COC(=O)c1ccc(=O)n(-c2ccc(OC)cc2)c1,-1.4,-8.6,105.4,5.2,7.0,-4.1,-31.4,-0.2,99.3,-9.8
CCN(CC)CCNC(=O)c1cc2c(=O)n(C)c3ccccc3c2n1C,-0.5,28.6,74.9,4.3,40.6*,4.2,-9.7,-3.2,68.1,-5.7
C=CCOc1c(CNn2nnnc2N)cccc1OC,.,8.7,104.9,7.0,42.4*,1.5,3.4,0.2,104.1,.
COc1ccccc1N1CCN(S(=O)(=O)c2ccc3c4c(cccc24)C(=O)N3C)CC1,.,-62.2,79.7,1.2,16.3,-0.9,-8.5,-0.1,94.9,-14.1
CCCc1[nH]nc2c1C(c1ccc(OC(=O)c3ccco3)cc1)C(C#N)=C(N)O2 (stereo not given),.,-36.9,82.5,1.4,13.7,0.1,.,-0.4,86.5,0.0
COc1cc2c(cc1OC)C(C(=O)N1CCCC1)C(c1ccccc1F)N(C)C2=O (stereo not given),0.3,-42.3,89.7,1.1,6.8,4.4,-64.0,-2.8,104.6,-7.0
N/C(Cc1ccc([N+](=O)[O-])cc1)=N\OC(=O)COc1ccccc1Cl,-3.2,-18.3,86.9,7.3,2.2,-12.1,.,2.0,88.8,-4.4
CCOc1ccc(OCC(=O)Nc2ccc(OC)cc2)cc1,-1.1,-17.1,102.8,5.0,33.7,-13.8,-39.1,3.0,101.9,-8.2
COc1ccc(-n2nnc3c(=O)n(Cc4ccccc4C)cnc32)cc1,-0.6,-18.5,98.4,2.4,21.1,3.7,.,-1.1,98.5,-0.2
NC(=O)c1ccsc1NC(=O)c1cc(=O)c2ccccc2o1,.,-7.9,72.8,0.3,2.4,-6.8,-3.8,-2.4,69.2,-0.4
COc1ccc(OC)c(NC(=O)COC(=O)Cc2ccc(-c3ccccc3)cc2)c1,-10.0,-45.8,94.4,11.2,10.3,-9.2,10.5,1.6,97.1,2.7
COc1ccc(OCC(=O)N(C)Cc2ccccc2)cc1,0.3,-50.0,102.6,0.4,11.7,-9.1,5.4,-0.3,106.8,20.1
COc1ccc(CNC(=O)c2ccc(CNc3c(NC4CCCCC4)c(=O)c3=O)cc2)cc1,.,-19.5,90.6,-2.3,3.9,0.5,-22.3,-1.8,97.8,-0.2
Cc1cc(=O)oc2cc(OCC(=O)OCC(=O)Nc3ccc4ccccc4c3)ccc12,-3.3,-52.5,99.4,2.7,16.1,6.7,3.8,-1.1,101.5,-2.4
CCN1CCN(C(CNS(=O)(=O)c2ccc(OC)cc2)c2cccnc2)CC1 (stereo not given),-1.8,-44.4,105.6,0.7,9.6,-2.4,-35.1,-3.7,96.1,5.1
O=C(COc1ccc(/C=N/NC(=O)c2ccccc2)cc1)Nc1ccc([N+](=O)[O-])cc1,.,-42.6,88.2,-2.8,4.5,-3.4,5.2,-1.3,91.2,-4.3
COc1ccc(-c2c3c(=O)n(C)c(=O)n(C)c3cn2NC(C)=O)cc1,0.0,-15.9,101.2,0.9,6.4,-11.5,-1.3,-3.2,99.3,-24.9
CCc1cccc(NC(=O)C2CCCN(S(=O)(=O)c3c(C)[nH]c(=O)[nH]c3=O)C2)c1 (stereo not given),-1.8,-31.0,100.8,2.7,27.8,-17.1,1.4,-1.8,106.8,-21.3
O/N=C/c1cc(Cl)ccc1OCc1ccccc1Cl,-1.3,-49.7,81.5,6.9,5.8,-1.2,-35.8,-1.3,89.6,-5.5
CC1=NN(c2ccc(C)cc2)C(=O)/C1=C\C=C\c1ccccc1,-2.4,-31.7,3.0*,5.5,4.4,3.2,7.9,-4.9,3.1*,1.4
OC12CCCCC1C(c1ccc3c(c1)OCO3)N(Cc1cccc(F)c1)CC2 (stereo not given),-0.6,-44.6,58.6,15.1,13.5,-3.9,3.5,-0.1,64.0,-12.5
Cc1ccc(S(=O)(=O)CCSc2nc(C)cc(C(F)(F)F)c2C#N)cc1,.,-7.1,28.6,4.4,3.9,4.0,5.1,-7.5,29.8,.
COCCN1Cc2cccc(C(=O)NCc3cccnc3)c2C1=O,-0.6,-9.3,94.7,2.9,5.7,4.1,.,-0.3,81.2,-0.8
CN1CCN(C(=S)Nc2ccc(Cl)c(Cl)c2)CC1,-0.4,-51.7,91.6,1.2,35.5,-10.0,-1.0,-2.4,97.0,18.2
NC(=O)c1c(C(F)(F)F)cc(-c2ccccc2)nc1NCCO,2.7,-20.3,95.0,-1.2,30.3,9.3,-18.3,-0.5,97.5,-8.0
O=C(Nc1cccc(Cl)c1)c1ccc2c(=O)n3c(nc2c1)CCCCC3,-2.0,-39.3,52.1,-0.2,0.2,-6.1,.,-0.7,48.0,59.2*
CC1(C)Cc2cccc(OCC(=O)Nc3cc(C(F)(F)F)ccc3N3CCOCC3)c2O1,1.1,-43.2,83.8,7.0,4.7,-4.6,8.0,-0.5,76.7,-7.3
Cc1ccccc1NC(=S)NCc1cccn1C,-3.0,-20.1,90.7,2.6,6.0,-13.1,-10.8,-1.7,94.8,4.0

# Not a retest: 2 of the compounds above.
SMILES,Phagocytosis inh,BB579 growth dn,PTEN del growth,NPY Y2 blocker,Measles CPE,GALR2 blocker,E-sel TNF inh,MRP-1 activ,HCT116 bCat-KO,Yeast life ext
COc1ccc(OCC(=O)N(C)Cc2ccccc2)cc1,0.3,-50.0,102.6,0.4,11.7,-9.1,5.4,-0.3,106.8,20.1
COc1ccc(CNC(=O)c2ccc(CNc3c(NC4CCCCC4)c(=O)c3=O)cc2)cc1,.,-19.5,90.6,-2.3,3.9,0.5,-22.3,-1.8,97.8,-0.2
